Assay outcomes from PubChem.
OX1R antag-1: antagonists of human orexin 1 receptor (OX1R); Orexin/Hypocretin receptor type 1 (Homo sapiens), O43613; OX1R-expressing cells, FRET antagonist read-out; inhibition, % at 6.6 µM; 330,000 tested, 1.8% active; AID 485270, 2010; in the data active = inhibition mostly above about 38%, no sharp cut-off; inactive = mostly below about 40%;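 note: 0% = agonist challenge alone and 100% = reference antagonist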
Target sequence (O43613 whole entry, looked up): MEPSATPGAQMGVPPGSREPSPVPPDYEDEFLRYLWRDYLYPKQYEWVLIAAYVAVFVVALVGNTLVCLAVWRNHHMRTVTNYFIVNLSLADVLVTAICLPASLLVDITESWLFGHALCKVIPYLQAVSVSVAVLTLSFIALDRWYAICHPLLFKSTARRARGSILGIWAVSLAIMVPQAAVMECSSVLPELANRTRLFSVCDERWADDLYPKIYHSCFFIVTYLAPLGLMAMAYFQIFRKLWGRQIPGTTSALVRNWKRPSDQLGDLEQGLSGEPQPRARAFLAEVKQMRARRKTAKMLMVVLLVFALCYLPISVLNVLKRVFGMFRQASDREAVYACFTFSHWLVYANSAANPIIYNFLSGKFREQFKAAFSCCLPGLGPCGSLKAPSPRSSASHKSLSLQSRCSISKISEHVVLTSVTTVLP
STK33 kinase inh: inhibitors of purified STK33 kinase, primary screen, biochemical, ADP-Glo luminescence, homogeneous, cell-free. MBP phosphorylation. inhibition, % at 10 µM. 320,000 tested, 0.073% active. AID 2661, 2010;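 active = inhibition at or above 25%, using the most active replicate where run in duplicate; inactive = inhibition below 25%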
Target sequence (Q9BYT3 whole entry, looked up): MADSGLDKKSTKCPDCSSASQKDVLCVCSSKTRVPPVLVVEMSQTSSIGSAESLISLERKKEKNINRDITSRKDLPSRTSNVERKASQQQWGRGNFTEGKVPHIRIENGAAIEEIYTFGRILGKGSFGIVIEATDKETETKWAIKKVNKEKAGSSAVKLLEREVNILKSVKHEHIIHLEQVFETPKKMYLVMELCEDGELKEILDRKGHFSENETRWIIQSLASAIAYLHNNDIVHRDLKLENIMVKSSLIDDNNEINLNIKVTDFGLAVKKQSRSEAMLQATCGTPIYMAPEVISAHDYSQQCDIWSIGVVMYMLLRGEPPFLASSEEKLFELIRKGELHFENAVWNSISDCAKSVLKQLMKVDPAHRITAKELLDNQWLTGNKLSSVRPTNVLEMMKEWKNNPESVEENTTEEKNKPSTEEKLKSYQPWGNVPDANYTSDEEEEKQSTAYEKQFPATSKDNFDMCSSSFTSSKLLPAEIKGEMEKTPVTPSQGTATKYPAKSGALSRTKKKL
OX1R antag-2: OX1R (HCRTR1) antagonists, primary screen, fluorescence, CHO/OX1R cells, Fluo-8 calcium, orexin A. 330,000 tested, 0.43% active. Orexin/Hypocretin receptor type 1 (Homo sapiens), O43613. AID 434989, 2010. inhibition, % at 5 µM. Fluo-8 calcium fluorescence;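 active = inhibition above its plate's threshold, mean inhibition of all tested compounds on the plate plus 3 SD, cut at about 37% in these data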;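 note: 0% = orexin A challenge wells and 100% = SB-334867-A antagonist wells; not every result past the cut was called active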
* marks the source's active call; other numbers are inactive results; / = no result given.

OX1R antag-1,STK33 kinase inh,OX1R antag-2,compound
53,-1.5,-6,Cc1cc(C(=O)NCCN2C(=O)S/C(=C\c3cccs3)C2=O)ccc1[N+](=O)[O-]
0,-0.8,-1,Cc1cc(C)n(C(=O)CNC(=O)CCc2ccccc2)n1
14,3.5,-18,Cc1ccc(C(=O)COC(=O)c2cccs2)cc1
30,2.7,-15,O=C(Nc1cccc(O)c1)c1ccc(C(F)(F)F)cc1
13,-1.3,-17,Cc1ccc(C(=O)OCC(=O)N2C(C)CCCC2C)cc1S(=O)(=O)N1CCCCC1 (stereo not drawn)
18,2.9,-45,COc1cccc(C(=O)NC2CCCc3ccccc32)c1 (stereo not drawn)
20,0.0,-33,CCCn1c(C(C)Nc2nc(-c3ccc(C)cc3)cs2)nc2cc(Cl)c(Cl)cc21 (stereo not drawn)
14,-0.6,-16,CCOc1ccc(NCc2nnc(SCC(=O)Nc3cc(C)on3)n2-c2ccccc2OC)cc1
12,-1.4,-11,NC(=O)c1ccsc1NC(=O)COC(=O)c1cc(Cl)ccc1O
22,-0.4,-14,COc1ccc(C(=O)Nc2cc(C)nn2-c2ccc(F)cc2)cc1
8,-0.3,-6,S=C(Nc1ccccc1)N1CCOCC1
7,-1.7,-30,Cn1c(NN)nc2ccccc2c1=O
6,-0.7,-8,CC1(C)Cc2c(sc3[nH]c(=S)n(Cc4ccccc4)c(=O)c23)CO1
15,-1.3,-14,COC(=O)c1c(NC(=O)c2ccccc2F)sc(C(=O)N2CCOCC2)c1C
7,0.3,-1,CCOc1ncccc1C(=O)OCCCC(=O)c1ccc(Br)cc1
13,-1.9,-1,COCCNS(=O)(=O)c1ccc(SC)cc1
22,-0.6,-1,Cc1ccc(-c2c(C(=O)N3CCOCC3)oc(=O)c3ccccc23)cc1
10,-1.0,1,CC(=O)N(c1ccccc1)c1nc(C)cc(C)c1C#N
3,0.0,-9,CNC(=S)n1cnc(N)n1
9,-0.5,-18,Cc1ccc(-c2nc(CN3CCN(c4cnccn4)CC3)c(C)o2)o1
26,-0.6,-20,O=C(NC1CCCC1)C(c1cccnc1)N(C(=O)c1csnn1)c1ccc(F)cc1 (stereo not drawn)
2,0.7,-7,CC[C@H]1C/C=C\Cc2ccccc2[C@H](C(=O)C[C@@H](O)CC(C)=O)OC1=O
36,0.1,-5,Cc1cc(CNC(=O)c2cccnc2Cl)c2ccccc2n1
3,0.4,-18,CCOCCCN(C)C1CCN(S(=O)(=O)c2csc(C(N)=O)c2)CC1
27,0.4,-21,CCn1c(/C=C/c2ccccc2)nc2ccccc2c1=O
7,-1.0,-11,CCOc1cc(C(=O)NCCc2ccc(S(N)(=O)=O)cc2)cc(OCC)c1OCC
8,-0.8,-9,O=C(c1ccc(F)cc1)C1CCN(C(=O)c2ccc(F)cc2)CC1
7,-0.1,7,COc1cc(CC2COC(c3ccc(O)c(OC)c3)C2COC(C)=O)ccc1O (stereo not drawn)
6,-1.7,-22,O=C(NC(=S)NCc1ccc(-c2nc3ccccc3s2)cc1)c1ccco1
4,0.7,1,O=C1Nc2ccccc2OC1CC(=O)N1CCOCC1 (stereo not drawn)

Profiles, looked up by structure:
Record of O=C1Nc2ccccc2OC1CC(=O)N1CCOCC1 (stereo not drawn) = OX1R antag-1: 4; STK33 kinase inh: 0.7; OX1R antag-2: 1
Record of O=C(Nc1cccc(O)c1)c1ccc(C(F)(F)F)cc1 = OX1R antag-1: 30; STK33 kinase inh: 2.7; OX1R antag-2: -15
Record of CCOc1cc(C(=O)NCCc2ccc(S(N)(=O)=O)cc2)cc(OCC)c1OCC = OX1R antag-1: 7; STK33 kinase inh: -1.0; OX1R antag-2: -11

Later entries:
OX1R antag-1,STK33 kinase inh,OX1R antag-2,compound
22,-0.5,-25,CCN(CC)CCn1c(SCC(=O)NCc2ccccc2)nc2c(sc3ccccc32)c1=O
1,-0.5,-36,CCOC(=O)c1c(C)n(-c2ccc(C)cc2)c2ccc(O)c(CN(C)C)c12
17,-0.8,15,COC(=O)c1sc(N2C(=O)C(O)=C(C(=O)c3ccc(C)o3)C2c2ccco2)nc1C (stereo not drawn)
14,-0.5,-12,CCOC(=O)c1cc2c(ccn2C)n1CC(=O)N1CCCC(C)C1 (stereo not drawn)
18,-1.1,-43,CCN1CCN(S(=O)(=O)c2ccc(Cl)c(C(=O)N(C)Cc3cccc(OC)c3)c2)CC1
40,0.8,-3,C/C(=N\NC(=O)c1ccccc1C)c1cccc([N+](=O)[O-])c1
7,-2.1,-21,CCOC(=O)C1CCCN(C2CC(=O)N(c3ccc(N4C(=O)CC(N5CCCC(C(=O)OCC)C5)C4=O)cc3)C2=O)C1 (stereo not drawn)
15,-1.3,-24,CCc1ccc(NC(=O)CCNS(=O)(=O)c2cccc3nonc23)cc1
-5,-0.8,-24,CCC(C(=O)OCC(=O)Nc1ccc(OC)cc1OC)c1ccccc1 (stereo not drawn)
8,3.3,-22,CCOc1ccc(CN2CCN(Cc3c(C)nn(CC)c3C)CC2CCO)cc1 (stereo not drawn)
23,-1.7,-7,COc1ccc(S(=O)(=O)c2ccc(OCC3CO3)cc2)cc1 (stereo not drawn)
18,-2.1,-25,c1ccc(NC2=Nc3ccccc3CS2)cc1
25,-0.5,0,O=C(NC(NNc1ccc([N+](=O)[O-])cc1)(C(F)(F)F)C(F)(F)F)c1ccccc1Cl
25,2.5,-10,Cc1c(O)c(=O)c2ccccc2n1C
26,-2.2,-8,Cc1c(C(C)(C)O)[nH]c2cc(C(F)(F)F)ccc12
2,/,-32,COc1ccc2nc(C)cc(N/N=C/c3cccc(OC)c3O)c2c1
6,-3.7,-14,O=C(CC1CCOCC1)Nc1ccc(Cl)c(Cl)c1
36,-0.1,-15,O=C(CSc1nc2ncccc2[nH]1)c1cccc([N+](=O)[O-])c1
5,0.7,-3,COc1ccc(-c2csc(/C(C#N)=C/Nc3ccc4c(c3)OCCO4)n2)cc1
1,-0.4,-32,CCOc1ccccc1NC(=O)CN(c1ccc(Cl)cc1)S(C)(=O)=O
10,-2.7,-11,CCOc1cccc(NC(=O)C2CC(=O)N(c3ccc(F)cc3)C2)c1 (stereo not drawn)
10,-0.1,-13,Cc1cc(C)c(NC(=O)C2CCCO2)c(C)c1 (stereo not drawn)
38,-0.2,-25,O=C(CSc1nnc(NC(=O)C2CC(=O)N(c3ccccc3)C2)s1)NCC1CCCO1 (stereo not drawn)
12,0.0,-21,CCCCN(CC)C(=O)c1cccc(Cl)c1
-15,0.9,-6,O=C1NCCCCC1NS(=O)(=O)c1cccc(C(F)(F)F)c1 (stereo not drawn)
9,-2.7,-17,N#Cc1nc(-c2ccccc2F)oc1NCCN1CCOCC1
18,0.5,-50,CC(=O)Nc1cccc(N(C(=O)C2COc3ccccc3O2)C(C(=O)NC2CCCCC2)c2cn(C)nc2C)c1 (stereo not drawn)
7,0.3,-24,Cc1ccccc1C(=O)Nc1c(C(=O)N(CCN(C)C)Cc2ccco2)oc2ccccc12
4,-1.1,-8,Clc1cccc(C2Nc3cccc4cccc(c34)N2)c1Cl
5,-0.4,-13,O=C(CCNC(=O)C1CCN(S(=O)(=O)c2ccccc2)CC1)Nc1cccc(C(F)(F)F)c1

By substructure: those above containing a nitro group on carbon.
OX1R antag-1,STK33 kinase inh,OX1R antag-2,compound
53,-1.5,-6,Cc1cc(C(=O)NCCN2C(=O)S/C(=C\c3cccs3)C2=O)ccc1[N+](=O)[O-]
40,0.8,-3,C/C(=N\NC(=O)c1ccccc1C)c1cccc([N+](=O)[O-])c1
25,-0.5,0,O=C(NC(NNc1ccc([N+](=O)[O-])cc1)(C(F)(F)F)C(F)(F)F)c1ccccc1Cl
36,-0.1,-15,O=C(CSc1nc2ncccc2[nH]1)c1cccc([N+](=O)[O-])c1

(more compounds)
OX1R antag-1,STK33 kinase inh,OX1R antag-2,compound
12,0.6,-14,COC(=O)c1ccccc1NC(=O)Oc1ccc(C(C)C)cc1
30,0.6,-6,CCOc1ccccc1NC(=O)CSc1ccc2nnc(-c3cccnc3)n2n1
32,-0.4,-3,O=c1cc(-c2ccco2)nc(-c2cccs2)o1
5,-0.1,5,O=C(COC(=O)c1ccc2ncsc2c1)NCc1ccccc1Cl
0,-0.8,-21,CCOc1cccc(CN2CCN(CCc3ccccc3)C(CCO)C2)c1O (stereo not drawn)
8,2.2,1,COC(=O)c1ccc(C)c(NS(=O)(=O)c2ccc(NC(C)=O)cc2)c1
10,-0.5,-12,Cc1csc(=O)n1CCC(=O)OCC(=O)Nc1ccc(C(N)=O)cc1
3,0.7,-6,Cc1nc(-c2ccc(C(=O)O)cc2)cs1
8,-2.9,-10,COc1ccc(NC(=S)N2CCCC2c2ccc(OC)c(OC)c2)cc1 (stereo not drawn)
11,0.1,-13,CCOCCCNC(=O)C(NC(=O)c1ccc(=O)[nH]c1)c1ccccc1 (stereo not drawn)
17,-1.5,-22,COc1ccccc1CNCC(=O)Nc1ccccc1-n1cccc1
13,2.1,-9,COc1ccc(C(=O)NCCS(=O)(=O)NCc2ccc(C)cc2)cc1
11,-1.0,-29,CN(C)CCCN(C(=O)c1ccc(S(=O)(=O)N2CCc3ccccc3C2)cc1)c1nc2c(F)cc(F)cc2s1
16,1.0,-18,Cn1c(CC(=O)Nc2ccccc2)nnc1SCC(=O)c1ccccc1
48*,0.0,-13,COc1cc(-c2noc(-c3cccs3)n2)cc(OC)c1OC
12,0.9,-23,Cc1ccc(CNC(=O)C2CCN(S(=O)(=O)N3CCOCC3)CC2)cc1
7,0.0,-25,CCOC(=O)CNC(=O)c1cc(-c2ccc3c(c2)OCCO3)oc1C
9,-0.4,-5,CN1C(=O)CC(Sc2ccccc2C(=O)O)C1=O (stereo not drawn)
18,-0.9,-2,Cc1cnc(-c2nnc(N(C)C(=O)C3CCCO3)s2)cn1 (stereo not drawn)
31,3.7,-4,C/C(=N\NC(=O)CN1CCCCC1)c1cccc([N+](=O)[O-])c1
-6,-0.5,-40,Cc1cc(C)n(C(=O)C(C(=O)c2ccccc2)C(C)C)n1 (stereo not drawn)
56,1.4,-20,Cc1noc(C)c1COC(=O)c1cc2c3ccccc3n(C)c2s1
10,0.3,-19,O=C(CN1CCN(c2ncc(C(F)(F)F)cc2Cl)CC1)NCCNc1ncc(C(F)(F)F)cc1Cl
15,-2.5,0,CS(=O)(=O)Nc1ccc(C(=O)Nc2ccc3c(c2)OCO3)cc1
10,-0.7,-20,CCOC(=O)C1CCN(C(=O)CN2C(=O)NC(C)(c3ccc4cc(OC)ccc4c3)C2=O)CC1 (stereo not drawn)
19,-1.3,-21,COc1ccc(C(=O)c2cc3cccc(OC)c3o2)cc1
31,0.1,-1,COc1ccc(C(=O)NCCc2c[nH]c3ccccc23)cc1OC
20,0.4,-17,Nc1cccc2c1C(=O)N(Cc1nnc(-c3ccccc3Br)o1)C2=O
12,-0.3,-18,COc1ccccc1N1CC(C(=O)Nc2cc(C(F)(F)F)ccc2N2CCCC2)CC1=O (stereo not drawn)
36,4.0,-1,O=C(/C=C/Nc1ccccc1Br)c1ccccn1

Other results follow:
OX1R antag-1,STK33 kinase inh,OX1R antag-2,compound
4,4.3,-18,O=C(COC(=O)c1ccc2[nH]c3c(c2c1)CCCC3)NC1CCS(=O)(=O)C1 (stereo not drawn)
18,-1.6,-23,Cc1cc(C)nc(-n2nc(C)cc2NC(=O)CN2CCC(C)CC2)n1
18,-0.4,-13,O=C(NNC(=O)c1ccccc1F)c1ccc2nc[nH]c2c1
11,1.9,-15,CN(C)CCCNc1ncnc2scc(-c3ccccc3)c12
10,-0.7,7,CCOC(=O)C(NCCc1ccccc1F)(NC(=O)CC)C(F)(F)F (stereo not drawn)
13,-0.7,-5,O=C(Nc1cccc(F)c1)NC1(C(=O)NCC2CCCO2)CCCCC1 (stereo not drawn)
-3,-0.3,-21,Cc1ccc(C2=NC3(CCCC3)NC2=S)cc1
9,-0.2,-14,CCOC(=O)Cn1c(=O)c2c(nc3n2CCCCN3c2ccc(OCC)cc2)n(C)c1=O
12,0.5,-12,COC(=O)C(C(=O)Nc1cccc(Cl)c1C)C1CCCC1 (stereo not drawn)
16,-0.4,-10,CCOC(=O)N1CCN(C(=O)CSc2ccc(-c3ccccc3OC)nn2)CC1
56,0.5,-8,Cc1no[n+]([O-])c1COc1ccccc1/C=C1\NC(=S)NC1=O
19,0.8,-7,COc1ccccc1NC(=O)Cc1nc(CCl)cs1
9,/,4,OCCN(CCO)c1nc(N2CCCCC2)c2nc(N(CCO)CCO)nc(N3CCCCC3)c2n1
54*,-0.8,1,CCn1c(SCc2nc(-c3ccccc3)no2)nc2ccccc21
14,-1.4,-15,COc1ccc(C(=O)NC(=O)Nc2cc(C)ccn2)cc1
29,-3.9,-26,COc1cc(C(=O)NCc2cc3ccccc3n2C)cc(OC)c1OC
0,-0.9,-4,C#CCOCCOCCOCCNc1nc(N2CCN(C(=O)[C@H](CCC(=O)O)n3cc([C@@H](N)[C@H](C)CC)nn3)CC2)nc(N2CCN(C(=O)[C@H](CCC(=O)O)n3cc([C@@H](N)CC(N)=O)nn3)CC2)n1
2,0.3,-14,Cc1cccc(N2CCN(S(=O)(=O)c3cnc[nH]3)CC2)c1C
20,-0.5,-27,O=C(NC(=S)NCCc1ccccc1)c1cccc(Cl)c1

Three entries out of the list above, sorted by the value under STK33 kinase inh, ascending:
OX1R antag-1,STK33 kinase inh,OX1R antag-2,compound
20,-0.5,-27,O=C(NC(=S)NCCc1ccccc1)c1cccc(Cl)c1
18,-0.4,-13,O=C(NNC(=O)c1ccccc1F)c1ccc2nc[nH]c2c1
4,4.3,-18,O=C(COC(=O)c1ccc2[nH]c3c(c2c1)CCCC3)NC1CCS(=O)(=O)C1 (stereo not drawn)
